PRC2 inh = blocks human EZH2/PRC2 H3K27 methylation; AID 651548; 0.35% of 57,000 active; inhibition, % at 12.5 µM; DELFIA TRF, 1 h; Q15910;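 active = mean inhibition of replicates at least 50% and every single replicate also reaching 50%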;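 also: dimethyl H3K27 on biotinylated H3 21-44 peptide detected by antibody; plate controls were median neutral control wells for no effect and median positive control wells for full effect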
Target sequence (Q15910 whole entry, looked up): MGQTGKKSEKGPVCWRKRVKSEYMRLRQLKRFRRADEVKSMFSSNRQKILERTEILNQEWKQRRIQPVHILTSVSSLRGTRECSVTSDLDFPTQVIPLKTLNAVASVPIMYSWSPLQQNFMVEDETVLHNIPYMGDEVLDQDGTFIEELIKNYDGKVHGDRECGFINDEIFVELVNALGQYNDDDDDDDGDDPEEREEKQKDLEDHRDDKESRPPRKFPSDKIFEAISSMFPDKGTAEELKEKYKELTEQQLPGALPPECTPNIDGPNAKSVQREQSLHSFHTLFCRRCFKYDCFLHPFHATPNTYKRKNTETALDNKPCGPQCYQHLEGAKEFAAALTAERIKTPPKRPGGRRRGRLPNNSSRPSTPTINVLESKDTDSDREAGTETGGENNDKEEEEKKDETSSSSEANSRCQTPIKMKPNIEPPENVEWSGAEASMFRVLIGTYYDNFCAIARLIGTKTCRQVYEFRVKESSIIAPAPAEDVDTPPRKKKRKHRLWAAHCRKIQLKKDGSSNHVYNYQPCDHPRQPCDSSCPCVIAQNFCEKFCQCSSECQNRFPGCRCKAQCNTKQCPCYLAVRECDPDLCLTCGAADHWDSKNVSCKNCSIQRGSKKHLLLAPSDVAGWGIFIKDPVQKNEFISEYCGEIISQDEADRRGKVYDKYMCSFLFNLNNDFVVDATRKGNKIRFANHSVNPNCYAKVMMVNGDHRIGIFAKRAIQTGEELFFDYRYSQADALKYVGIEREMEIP
IDH1 mut inh = inhibitors of human IDH1 R132H; O75874; IDH1 R132H reductase, diaphorase/resazurin fluorescence, 60 min; inhibition, % at 10 µM; 0.18% of 70,000 active; AID 624101; in the data active = inhibition above about 34%;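 also: 0% = DMSO and 100% = no enzyme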
The depositor's hits bear a star; . = no result given. The list is partial; count on the stated rates, not on these rows.

SMILES	PRC2 inh	IDH1 mut inh
CC(C)C#Cc1cnc2c(c1)C(=O)N([C@H](C)CO)C[C@@H](C)[C@H](CN(C)C(=O)c1ccccc1F)O2	11	-1.8
COc1cccc(-c2cnc3c(c2)C(=O)N([C@@H](C)CO)C[C@H](C)[C@H](CN(C)C(C)=O)O3)c1	2	-13
O=C(C1=C[C@@H](c2csc3ccccc23)C[C@@H](OCc2ccc(CO)cc2)O1)N1CCCCC1	21	0.0
O=C(C[C@@H]1C=C[C@@H](NC(=O)Nc2cc(F)ccc2F)[C@H](CO)O1)Nc1ccccc1	10	-0.2
C[C@@H]1CN([C@@H](C)CO)S(=O)(=O)c2ccc(C#CC3(O)CCCC3)cc2O[C@@H]1CN(C)C(=O)Nc1ccc(F)cc1	-22	.
CO[C@@H]1CN(C)C(=O)c2ccc(NC(=O)NC(C)C)cc2OC[C@H](C)NC[C@H]1C	-7	0.3
C/C=C/c1cnc2c(c1)C(=O)N([C@H](C)CO)C[C@@H](C)[C@H](CN(C)C(=O)c1ccc3c(c1)OCO3)O2	.	-0.1
COc1ccc(NC(=O)COc2nc(N(C)C)nc(N(C)C)n2)cc1	-8	0.3
CCC(=O)Nc1ccc2c(c1)C(=O)N(C)C[C@H](OC)[C@H](C)CN(Cc1cccc(F)c1)[C@@H](C)CO2	-1	0.2
CO[C@H]1CN(C)C(=O)c2cc(NC(=O)NC3CCCCC3)ccc2OC[C@H](C)N(C)C[C@@H]1C	7	0.1
C[C@H](CO)N1C[C@H](C)[C@H](CN(C)Cc2ccc(C(=O)O)cc2)Oc2ccc(NS(=O)(=O)c3ccc(F)cc3)cc2CC1=O	.	2.4
CN(C)C(=O)C[C@@H]1C=C[C@H](NC(=O)NC2CCCCC2)[C@@H](CO)O1	-3	-0.2
CCC(C(=O)Nc1ccccc1C(=O)N1CCCC1)N1C(=O)c2ccccc2C1=O (stereo unspecified)	8	0.1
COc1ccc(-c2nnc(SCC(=O)O)n2C)cc1OC	2	0.4
Cc1cc(C(=O)Nc2cccc3c2O[C@@H](CN(C)CC2CCCCC2)[C@H](C)CN([C@H](C)CO)C3=O)n(C)n1	0	-3.8
COc1ccc(NC(=O)CN(c2ccc(F)c(Cl)c2)S(C)(=O)=O)cc1OC	14	-0.8
CO[C@@H]1CN(C)C(=O)c2ccc(NS(=O)(=O)CC(F)(F)F)cc2OC[C@H](C)N(Cc2cccnc2)C[C@H]1C	9	0.1
CS(=O)(=O)N(CC(=O)Nc1ccccc1C(=O)N1CCOCC1)c1ccc(F)c(Cl)c1	-2	0.3
C[C@@H]1CN([C@H](C)CO)C(=O)c2cc(NS(=O)(=O)c3ccc(Cl)cc3)ccc2O[C@H]1CN(C)Cc1ccc(C(=O)O)cc1	.	0.7
COCCNC(=O)C[C@@H]1C[C@@H]2c3cc(NC(=O)COC)ccc3O[C@@H]2[C@H](CO)O1	22	-0.4
C[C@H](CO)N1C[C@H](C)[C@H](CN(C)Cc2ccc3c(c2)OCO3)OCCCC[C@H](C)Oc2ccc(NC(=O)Nc3ccccc3)cc2C1=O	.	1.4
O=C(Nc1cc(F)ccc1F)N[C@H]1CC[C@@H](CC(=O)N2CCc3ccccc3C2)O[C@H]1CO	-5	-0.1
CC(C)NC(=O)Nc1ccc2c(c1)C(=O)N([C@H](C)CO)C[C@H](C)[C@H](CN(C)C(=O)Cc1ccccc1)OCCCC[C@H](C)O2	-32	1.5
COc1ccc(-c2cn(CC[C@@H]3CC[C@H](NS(=O)(=O)c4ccccc4C)[C@@H](CO)O3)nn2)cc1	-4	0.0

Entries shown so far that have nitrogen in an aromatic ring:
SMILES	PRC2 inh	IDH1 mut inh
CC(C)C#Cc1cnc2c(c1)C(=O)N([C@H](C)CO)C[C@@H](C)[C@H](CN(C)C(=O)c1ccccc1F)O2	11	-1.8
COc1cccc(-c2cnc3c(c2)C(=O)N([C@@H](C)CO)C[C@H](C)[C@H](CN(C)C(C)=O)O3)c1	2	-13
C/C=C/c1cnc2c(c1)C(=O)N([C@H](C)CO)C[C@@H](C)[C@H](CN(C)C(=O)c1ccc3c(c1)OCO3)O2	.	-0.1
COc1ccc(NC(=O)COc2nc(N(C)C)nc(N(C)C)n2)cc1	-8	0.3
COc1ccc(-c2nnc(SCC(=O)O)n2C)cc1OC	2	0.4
Cc1cc(C(=O)Nc2cccc3c2O[C@@H](CN(C)CC2CCCCC2)[C@H](C)CN([C@H](C)CO)C3=O)n(C)n1	0	-3.8
CO[C@@H]1CN(C)C(=O)c2ccc(NS(=O)(=O)CC(F)(F)F)cc2OC[C@H](C)N(Cc2cccnc2)C[C@H]1C	9	0.1
COc1ccc(-c2cn(CC[C@@H]3CC[C@H](NS(=O)(=O)c4ccccc4C)[C@@H](CO)O3)nn2)cc1	-4	0.0

The list goes on.
SMILES	PRC2 inh	IDH1 mut inh
COc1ccc2c(=O)c(CC(=O)O)coc2c1	2	-0.3
COc1ccc(S(=O)(=O)NCCO)cc1-c1nnc2c3ccccc3c(C)nn12	-3	0.0
O=C(O)CN(c1ccc([N+](=O)[O-])cc1)S(=O)(=O)c1ccccc1	-14	0.0
Cc1ccc(S(=O)(=O)N[C@@H]2C=C[C@@H](CC(=O)N3CCN(c4ccccc4)CC3)O[C@@H]2CO)cc1	10	0.2
Cc1noc(C)c1NC(=O)Nc1ccc2c(c1)C(=O)N([C@H](C)CO)C[C@H](C)[C@@H](CN(C)S(=O)(=O)c1ccc(F)cc1)OCCCC[C@@H](C)O2	.	0.1
O=C(Nc1ccccc1)Nc1ccc2c(c1)[C@H]1C[C@H](CC(=O)N3CCOCC3)O[C@H](CO)[C@H]1O2	10	-0.2
C[C@H]1CN([C@@H](C)CO)C(=O)c2cc(NC(=O)Nc3ccc4c(c3)OCO4)ccc2O[C@H]1CN(C)Cc1ccc(-c2ccccc2)cc1	.	0.1
O=C(O)C1C2CC=CC2c2cc(Cl)cc3c2N1CC1CC=CC31 (stereo unspecified)	-5	2.3
COc1ccccc1NC(=O)N[C@H]1C=C[C@@H](CC(=O)N[C@H](C)c2ccccc2)O[C@@H]1CO	-5	-0.2
O=C(Nc1sc2c(c1C(=O)NCc1ccco1)CCC2)c1sc2ccccc2c1Cl	9	0.5
CC(=O)N(C)C[C@@H]1Oc2ncc(C#Cc3ccc(F)cc3)cc2C(=O)N([C@H](C)CO)C[C@H]1C	-15	-0.4
O=C(C[C@H]1C=C[C@H](NC(=O)Nc2ccccc2)[C@@H](CO)O1)NCc1cccc(F)c1	4	-0.2
C[C@H]1CN([C@@H](C)CO)C(=O)c2cccc(NC(=O)C3CC3)c2O[C@H]1CN(C)S(=O)(=O)c1ccc(Cl)cc1	.	1.0
CCC(=O)N(C)C[C@H]1Oc2ncc(C#CCC(C)C)cc2C(=O)N([C@@H](C)CO)C[C@H]1C	-7	7.2
C[C@@H]1CN([C@@H](C)CO)C(=O)c2cccc(NC(=O)Nc3ccc(F)cc3)c2O[C@H]1CN(C)C(=O)NC1CCCCC1	-11	-1.2
O=C(NCC1CCCO1)c1ccc(NC(=O)c2cc(-n3cnnc3)ccc2Cl)cc1 (stereo unspecified)	-2	-0.3
O=C(C[C@H]1C=C[C@@H](NC(=O)Nc2ccc3c(c2)OCO3)[C@H](CO)O1)NCc1ccc(Cl)cc1	0	-0.3
C[C@@H]1CN([C@@H](C)CO)S(=O)(=O)c2ccc(C#C[C@@H](C)O)cc2O[C@@H]1CN(C)C(=O)CN(C)C	0	0.4
O=C(Nc1ccccc1F)N[C@H]1CC[C@@H](CCNC(=O)C2CCCCC2)O[C@H]1CO	2	-0.6
C[C@@H]1CN([C@H](C)CO)C(=O)c2cc(NS(=O)(=O)c3cn(C)cn3)ccc2O[C@H]1CN(C)Cc1ccc(C(=O)Nc2ccccc2N)cc1	-3	0.2
CN1CCN(C(=O)C[C@H]2C[C@H]3c4cc(NC(=O)Nc5ccccc5F)ccc4O[C@H]3[C@@H](CO)O2)CC1	8	0.0
COc1ccc(NC(=O)Nc2ccc3c(c2)[C@H]2C[C@H](CC(=O)N[C@@H](C)c4ccccc4)O[C@@H](CO)[C@H]2O3)cc1	-17	-0.2
CCC1(C)Cc2c(sc3nnn(CC(=O)N(c4ccccc4)c4ccccc4)c(=O)c23)CO1 (stereo unspecified)	.	0.1
COC(=O)c1ccccc1NC(=O)C1CCCN(S(=O)(=O)c2ccccc2)C1 (stereo unspecified)	13	0.4
CCC(=O)N(C)C[C@H]1Oc2ncc(Br)cc2C(=O)N([C@H](C)CO)C[C@H]1C	-6	-1.2
CO[C@@H]1CN(C)C(=O)c2ccc(NS(C)(=O)=O)cc2OC[C@@H](C)N(S(C)(=O)=O)C[C@H]1C	11	-0.1
O=C(C[C@@H]1CC[C@H](NC(=O)Nc2cccc(F)c2)[C@H](CO)O1)NCC1CCCCC1	-5	0.1
C[C@@H]1O[C@@H](O[C@H]2[C@H](O[C@H]3[C@H](O)[C@@H](C(=O)O)O[C@@H](O[C@H]4CC[C@@]5(C)C(CC[C@]6(C)C5CC[C@]57OC[C@@]8(CCC(C)(C)CC85)[C@H](O)C[C@]76C)C4(C)C)[C@@H]3O[C@@H]3O[C@H](CO)[C@@H](O[C@@H]4OC[C@@H](O)[C@H](O)[C@H]4O)[C@H](O)[C@H]3O)O[C@H](CO)[C@H](O)[C@@H]2O)[C@H](O)[C@H](O)[C@H]1O (stereo partly specified)	.	6.0
O=C(C[C@@H]1CC[C@@H](NC(=O)c2ccncc2)[C@@H](CO)O1)Nc1ccccc1	7	0.1
O=C(Cc1ccncc1)Nc1ccc2c(c1)[C@@H]1C[C@H](CC(=O)N3CCc4ccccc4C3)O[C@H](CO)[C@@H]1O2	-10	-0.8
Cc1ccc(S(=O)(=O)N(C)C[C@@H]2OCCCC[C@@H](C)Oc3ccc(NC(=O)Nc4ccc(F)cc4)cc3C(=O)N([C@@H](C)CO)C[C@H]2C)cc1	.	1.8
Cc1noc(C)c1NC(=O)N(C)C[C@@H]1Oc2ccc(NC(=O)Nc3ccccc3)cc2CC(=O)N([C@@H](C)CO)C[C@@H]1C	.	-1.3
O=C(C[C@@H]1CC[C@@H](NC(=O)C2CCOCC2)[C@@H](CO)O1)Nc1nccs1	4	-0.5
O=C(CC(NC1CCCCC1)C(=O)O)Nc1cccc(Cl)c1 (stereo unspecified)	2	0.3
C[C@H]1CN([C@@H](C)CO)S(=O)(=O)c2ccc(C#CC3CCCC3)cc2O[C@H]1CN(C)C	.	-0.3
C=C(C)[C@@H]1CC=C(/C=N/NC(=O)CCCCCCC(=O)Nc2ccccc2O)CC1	20	-0.4
C[C@@H]1CN([C@@H](C)CO)C(=O)c2cccc(NC(=O)CCCCCC(=O)Nc3ccccc3N)c2O[C@H]1CN(C)C(=O)Nc1ccccc1	3	0.0
O=C(NCC1OCCc2ccccc21)C(c1ccccc1)c1ccccc1 (stereo unspecified)	-25	0.2
COc1ccc(CN(C)C[C@H]2Oc3c(NC(=O)c4ccncc4)cccc3C(=O)N([C@H](C)CO)C[C@@H]2C)cc1	3	1.3
CC(C)NC(=O)Nc1ccc2c(c1)C(=O)N([C@@H](C)CO)C[C@@H](C)[C@@H](CN(C)C)O2	-1	2.0
CO[C@@H]1CN(C)C(=O)c2cc(NC(=O)Nc3cccc(F)c3)ccc2OC[C@@H](C)NC[C@@H]1C	5	-0.2
C[C@@H]1CN([C@H](C)CO)C(=O)c2cc(C#CC3CC3)cnc2O[C@H]1CN(C)C(=O)c1ccc(F)cc1	7	-0.9
C[C@H](NC(=O)C[C@H]1C[C@H]2c3cc(NC(=O)Nc4ccc(C(F)(F)F)cc4)ccc3O[C@H]2[C@H](CO)O1)c1ccccc1	-1	-0.3
O=C(CN1CCOCC1)NCC[C@H]1CC[C@@H](NC(=O)Cc2ccccn2)[C@H](CO)O1	15	0.4
C#Cc1ccc([C@H]2C=C(C(=O)N3CCOCC3)O[C@@H](OCc3ccc(CO)cc3)C2)cc1	-3	.
Cc1ccc(S(=O)(=O)N(C)C[C@H]2Oc3ccc(N(C)C)cc3CC(=O)N([C@@H](C)CO)C[C@@H]2C)cc1	.	-11
C[C@H]1CN([C@@H](C)CO)C(=O)c2cccc(NC(=O)C3CCOCC3)c2O[C@H]1CN(C)S(C)(=O)=O	5	0.8
C[C@@H]1CN([C@@H](C)CO)C(=O)Cc2cc(NC(=O)CCC(F)(F)F)ccc2O[C@H]1CN(C)Cc1ccc(C(=O)Nc2ccccc2N)cc1	.	0.0

3 records picked at random from the list so far, as already listed:
SMILES	PRC2 inh	IDH1 mut inh
COc1ccc(CN(C)C[C@H]2Oc3c(NC(=O)c4ccncc4)cccc3C(=O)N([C@H](C)CO)C[C@@H]2C)cc1	3	1.3
O=C(NCC1OCCc2ccccc21)C(c1ccccc1)c1ccccc1 (stereo unspecified)	-25	0.2
Cc1ccc(S(=O)(=O)N(C)C[C@H]2Oc3ccc(N(C)C)cc3CC(=O)N([C@@H](C)CO)C[C@@H]2C)cc1	.	-11

Following part
SMILES	PRC2 inh	IDH1 mut inh
Cc1ccc(S(=O)(=O)Nc2cccc3c2O[C@@H](CN(C)C)[C@@H](C)CN([C@H](C)CO)C3=O)cc1	-2	-0.4
C[C@H](NC(=O)C[C@H]1C=C[C@H](NC(=O)C2CC2)[C@@H](CO)O1)c1ccccc1	-9	-0.5
CCC(=O)N[C@H]1CC[C@@H](CC(=O)NCCN2CCCCC2)O[C@H]1CO	-17	-0.1
Cc1ccc(S(=O)(=O)Nc2ccc3c(c2)C(=O)N([C@H](C)CO)C[C@@H](C)[C@H](CN(C)C(=O)Nc2ccc4c(c2)OCO4)OCCCC[C@H](C)O3)cc1	.	-2.2
Cc1ccc(S(=O)(=O)Nc2cccc3c2O[C@@H](CN(C)C(=O)NC2CCCCC2)[C@H](C)CN([C@@H](C)CO)C3=O)cc1	11	0.8
C[C@H]1CN([C@@H](C)CO)S(=O)(=O)c2ccc(C#CC3CC3)cc2O[C@@H]1CN(C)C(=O)Nc1cc(F)ccc1F	-7	-3.1
C[C@@H]1CN([C@@H](C)CO)C(=O)c2cccc(NS(=O)(=O)c3ccc(F)cc3)c2O[C@H]1CN(C)Cc1ccc(Cl)c(Cl)c1	.	-0.1
